Source: PubChem BioAssay (National Center for Advancing Translational Sciences (NCATS))
USP2a inh: inhibitors of human ubiquitin-specific protease USP2a; O75604; USP2 core, Ub-CHOP2 coupled fluorogenic reporter, 485/531; Potency, µM (series often up to 38.3 µM), for inactives: top-dose activity change, negative = inhibition, most hits filed as inhibitors; 330,000 tested, 0.01% active; AID 463254;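 further: potency means the concentration at half of the fitted maximal effect; plate controls were DMSO wells for no effect and full inhibition by NEM control for full effect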
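USP2 core (10nM final) preincubated 30min RT with compound in 20mM Tris-HCl pH 8.0, 2mM CaCl2, 2mM beta-mercaptoethanol, 0.05% CHAPS; 25nM Ub-CHOP2 plus 25nM reporter substrate added, fluorescence (Ex485/Em531) read after 60min.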
Giardia kill: kills Giardia lamblia. Giardia lamblia trophozoite viability. activity change, % at 7.66 µM, hits read low. 340,000 tested, 0.15% active. AID 540267; in the data active means activity change below about -80%; inconclusive means between about -30% and that limit;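 further: parasites exposed to compound for two days anaerobically before the ATP read; on the % scale 0 is the no-effect control and ±100 the full control effect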
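Killing of trophozoites was scored by loss of ATP luminescence after a 48 hrs anaerobic exposure to compounds at 37 deg C, using 100 cells per well.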
KCNH2 3.1 block: KCNH2 3.1 (human) potassium channel inhibition; U2OS KCNH2 3.1, thallium flux FluxOr; active compounds read low; activity change, % (tested at about 1.8 µM); 340,000 tested, 0.95% active; AID 720553;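 active means maximum activity change below -70%; inconclusive means maximum activity change from -70% to -50%; inactive means maximum activity change above -50%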;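 further: thallium influx rate constant from kinetic fluorescence after stimulation buffer; on the % scale 0 is the no-effect control and ±100 the full control effect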
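Normalized rate constant (relative to positive and negative DMSO controls) derived from a 2 min kinetic fluorescence read after stimulation; U2OS cells expressing the 3.1 isoform via virus at 1.77 x 10^8 /mL.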
GALK inhibitor: inhibitors of human galactokinase; P51570; Purified GALK, Kinase-Glo residual ATP luminescence; Potency, µM (series often up to 57.5 µM), inactives show at the highest dose activity change, negative = inhibition, most hits filed as inhibitors; 270,000 tested, 0.007% active; AID 1868; further: potency means the concentration at half of the fitted maximal effect; on the % scale 0 is the no-effect control and ±100 the full control effect
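Compounds were pin-transferred into ATP buffer (35 uM final), then GALK plus galactose (5 nM, 100 uM final) was added. After 1 h at room temperature, Kinase-Glo Plus was added and luminescence read after 10 min.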
Menin MLL FP TR: displaces Texas Red mutant MLL peptide from human menin. O00255. Menin + Texas Red MLL mutant peptide, fluorescence polarization. Potency, µM (doses to about 61.6 µM), for the others: top-dose FP activity change, negative = inhibition, usual class: inhibitors. 270,000 tested, 0.23% active; active means well fitted inhibition curve with a large enough effect in the polarisation, with a control signal flat, not every such curve was filed as active; inconclusive means small, poorly fitted or top-dose-only effect, or effect the other way, or a change in a side signal; inactive means no such curve, though single readings can be large or run the other way; the % refers to the polarisation; further: potency means the concentration at half of the fitted maximal effect; % of control where 0% means no effect; many of its hits are not listed in these tables
FBPA coupling cs: counter-screen for Giardia aldolase inhibitors: coupling enzyme system; 290,000 tested, 0.67% active; coupling enzyme system counterscreen, AmpLite Red fluorescence; activity change, negative = inhibition, % at 58.2 µM, hits read low; in the data active means activity change below about -30%; further: on the % scale 0 is the no-effect control and ±100 the full control effect
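Activity here indicates interference with the coupling reaction, not aldolase inhibition. Compounds at 57.5 uM final met coupling enzymes for 10 min at RT; substrate and AmpLite Red detection followed, with a 525/598 nm fluorescence read after 20 min.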
TRPV1 ag: activates the human vanilloid receptor TRPV1; 320,000 tested, 0.19% active; TRPV1-expressing cells, Fluo-8 calcium influx, agonist mode; activation, % at 8.33 µM; Q8NER1; AID 540275; in the data active means activation above about 80%; inconclusive means between about 30% and that limit; further: 0% is about no effect
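Fluo-8 calcium influx in TRPV1-expressing cells, kinetic read (ex 480/em 520 nm). Compound added and read 3 min for agonist activity, followed by capsaicin at EC20 final and 2 min further read for enhancement.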
PKM2 act: PKM2 (human) enzyme activation; P14618; purified PKM2, Kinase-Glo ATP luminescence, activation; response scale: 0% is enzyme alone, no compound; Potency, µM (titrated, usually from 57.5 µM), for inactives: top-dose activation, hits mostly activators; 260,000 tested, 0.34% active; AID 1631; further: potency means the concentration at half of the fitted maximal effect; on the % scale 0 is the no-effect control and ±100 the full control effect; nearly all actives have a fitted effect of over 55% in size
Target sequence (P14618 whole entry, looked up): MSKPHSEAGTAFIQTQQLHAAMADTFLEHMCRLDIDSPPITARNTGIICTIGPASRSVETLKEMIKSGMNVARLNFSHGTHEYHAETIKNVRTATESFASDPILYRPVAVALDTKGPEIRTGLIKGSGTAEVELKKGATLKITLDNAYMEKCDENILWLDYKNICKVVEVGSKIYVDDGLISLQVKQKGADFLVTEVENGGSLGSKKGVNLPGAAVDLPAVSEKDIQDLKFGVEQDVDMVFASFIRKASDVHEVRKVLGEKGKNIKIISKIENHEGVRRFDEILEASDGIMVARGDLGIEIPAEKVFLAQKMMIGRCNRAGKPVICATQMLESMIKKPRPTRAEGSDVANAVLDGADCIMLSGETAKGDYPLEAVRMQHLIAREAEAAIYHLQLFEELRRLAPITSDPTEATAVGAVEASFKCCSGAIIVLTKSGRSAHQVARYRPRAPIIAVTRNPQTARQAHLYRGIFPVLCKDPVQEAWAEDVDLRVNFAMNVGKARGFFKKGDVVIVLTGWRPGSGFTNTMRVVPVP
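Purified hPK-M2 (>95%) run at intermediate activity with 0.1 mM ADP and 0.5 mM PEP in 50 mM imidazole pH 7.2, KCl, MgCl2; 1 h room temperature. ATP formed read by Kinase-Glo luminescence; normalized to uninhibited and no-enzyme controls.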
CXXC DNA block: blocks binding of human MLL CXXC domain to DNA | Q03164 | MLL-CXXC / FITC-HOXA9 DNA fluorescence polarization | Potency, µM (titrated, usually from 115 µM), for the others: at the top dose activity change, negative = inhibition, most hits filed as inhibitors | 290,000 tested, 0.037% active | AID 2662; active means well fitted inhibition curve with a large enough effect in the polarisation, with a control signal flat, not every such curve was filed as active; inconclusive means small, poorly fitted or top-dose-only effect, or effect the other way, or a change in a side signal; inactive means no such curve, though single readings can be large or run the other way; the % refers to the polarisation; further: potency means the concentration at half of the fitted maximal effect
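Fluorescence polarization: 7 uM MLL-CXXC (stock) preincubated 5 min with compounds, then 50 nM fluorescein-HOX-A9 DNA (stock) added; 30 min ambient. Buffer 50 mM Tris-HCl pH 7.5, 50 mM NaCl, 1 mM DTT, 0.05% BSA.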
hERG WT inh: inhibitors of human wildtype KCNH2 potassium channel; Q12809; U2OS, BacMam KCNH2, thallium flux FluxOr; active compounds read low; activity change, % at 1.84 µM; 340,000 tested, 0.37% active; AID 720551;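 active means maximum activity change below -70%; inconclusive means maximum activity change between -70% and -50%; inactive means maximum activity change above -50%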; further: on the % scale 0 is the no-effect control and ±100 the full control effect
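U2OS cells transduced with wild-type KCNH2 virus are loaded with FluxOr dye for 45 min, and thallium flux is measured in kinetic reads before and after stimulation buffer. Rate constants are normalized to DMSO controls.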
B2AR arrestin: agonists driving beta-arrestin recruitment to human beta2-adrenergic receptor | beta-arrestin recruitment to beta2AR, cell-based reporter | Potency, µM (series often up to 46.1 µM), inactives show top-dose activation, usual class: activators | 330,000 tested, 0.02% active | AID 492947 | P07550;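 further: potency means the concentration at half of the fitted maximal effect; 0% = DMSO controls and full agonism = EC100 isoproterenol or metaproterenol; nearly all actives have a fitted effect of over 65% in size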
Target sequence (P07550 whole entry, looked up): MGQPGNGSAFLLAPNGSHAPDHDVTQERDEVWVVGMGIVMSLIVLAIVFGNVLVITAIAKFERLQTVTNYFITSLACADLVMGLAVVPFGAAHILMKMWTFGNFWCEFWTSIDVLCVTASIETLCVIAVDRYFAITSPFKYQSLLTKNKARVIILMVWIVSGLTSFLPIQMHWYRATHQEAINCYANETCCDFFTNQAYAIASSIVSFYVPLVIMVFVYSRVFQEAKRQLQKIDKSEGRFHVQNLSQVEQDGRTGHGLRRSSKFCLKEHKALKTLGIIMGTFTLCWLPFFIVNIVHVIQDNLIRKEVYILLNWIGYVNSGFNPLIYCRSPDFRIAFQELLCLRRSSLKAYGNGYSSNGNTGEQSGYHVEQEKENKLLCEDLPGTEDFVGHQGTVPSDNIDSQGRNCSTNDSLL
* = called active by the depositor; u = inconclusive; x = no result given; & = joins results of further samples; [ ] = dose if it differs, or a comment. Unless noted, the call rests on the fitted dose curve; in most records, active means well fitted curve in the direction sought with a large enough effect; inconclusive means small, poorly fitted or top-dose-only effect, or another doubt; inactive means no such curve, though single readings can be large; an effect the other way counts as inactive or inconclusive. A portion of the library. The share of hits here may be higher or lower than overall.

SMILES	USP2a inh	Giardia kill	KCNH2 3.1 block	GALK inhibitor	Menin MLL FP TR	FBPA coupling cs	TRPV1 ag	PKM2 act	CXXC DNA block	hERG WT inh	B2AR arrestin
CCOc1ccc(CNC(=O)C2CCN(S(=O)(=O)c3ccc4c(c3)CCCC(=O)N4)CC2)cc1	1%	0	3	6%	-1%	1	6	-3%[0.46 µM]	-5%	12	0.0%
Cc1ncoc1C(=O)N1CCCC(C(=O)c2ccc(-c3ccccc3)c(F)c2)C1 (stereo not given)	-6%	-20	2	4%	-29%	0	24	-3%	3%	-3	-0.8%
CCn1c(=O)cc(SCC(=O)NCc2ccco2)c2ccccc21	0%	-22	6	-1%	u	5	-1	u	-6%	-10	0.3%
COc1ccc(-c2cc(C(F)(F)F)nc(SCC(=O)N3CCOCC3)n2)cc1OC	-2%	16	17	-1%	-28%	0	6	-2%	3%	-1	-0.3%
Cc1nnc(Cl)c2nn(-c3ccccc3)c(C)c12	0%	5	-18	2%	-3%	-1	-4	-17%	0%	1	-0.2%
NC(=O)N/N=C/C=C/c1ccccc1	0%	-7	-10	3%	1%	5	6	-4%	-1%	-11	-0.5%
NC(=O)C1(N2CCCCC2)CCN(C(=O)c2cccn3c(=O)c4cc(Cl)ccc4nc23)CC1	0%	7	13	-1%	0%	-3	1	1%	-28%	3	0.5%
Cc1cccc(NC(=O)c2c(-c3ccccc3)noc2C)n1	6%	13	-1	1%	0%	0	2	x	3%	-3	-0.2%
CCOc1ccc(-n2nnc3c(=O)n(CC(=O)N4CCCc5ccccc54)cnc32)cc1	-1%	25	-2	-2%	-20%	0	0	-3%	1%	8	0.6%
CS(=O)(=O)c1ccc(Cl)c(NC(=O)CCN2C(=O)C3CC=CCC3C2=O)c1 (stereo not given)	-1%	5	-4	x	x	x	1	x	x	0	-0.9%
CC(C)(C)CC(C)(C)c1ccc(O)c(Cc2ccc(Cl)cc2Cl)c1	x	-1	-1	x	u	-2	x	x	u	-7	x
O=C(Cn1cnc2c(cnn2-c2ccc(Cl)cc2)c1=O)N1CCN(c2ccccc2)CC1	3%	16	-15	4%	8%	0	3	-7%	5%	-45	-0.2%
O=C(NCC(c1ccco1)N1CCN(c2ccccc2F)CC1)C(=O)NC1CCCC1 (stereo not given)	2%	5	6	x	x	x	-1	x	x	10	-0.1%
COc1ccc(NC(=O)CN(C)C(=O)Cc2ccc3c(c2)OCCO3)cc1	3%	-1	10	x	x	x	-2	x	x	-7	0.8%
Fc1ccccc1CNCC1CCCO1 (stereo not given)	-1%	-19	-9	3%	-1%	-1	-5	u	32%[activator]	2	0.5%
O=C(CN1C(=O)c2ccccc2C1=O)Nc1cccnc1	-1%	0	0	6%	4%	0	0	-6%	5%	-23	1.1%
COc1cc(CCC(=O)OCC(=O)NCC2CCCCC2)cc(OC)c1OC	10%	-9	7	-3%	10%	0	3	0%	5%	-17	-0.1%
COc1ccc(S(=O)(=O)N2CCOC2CNC(=O)C(=O)NCCN2CCOCC2)cc1 (stereo not given)	0%	-10	-2	0%	x	x	3	-1%	3%	-16	0.1%
COc1ccc(NC(=O)c2cc3n(n2)C(C(F)(F)F)CC(c2ccc(OC)cc2)N3)cc1 (stereo not given)	2%	-7	-8	-1%	39%[activator]	2	-2	-3%	0%	8	-0.2%
Cc1cccn2c(CNC3CCCc4ccccc43)c(C(=O)N3CCOCC3)nc12 (stereo not given)	3%	3	0	-4%	x	-2	6	3%	19%	6	-0.7%
Cc1ccc(C)c(OCc2cc(C(=O)N3CC[C@H](O)C3)no2)c1	0%	-19	-23	5%	x	x	u	x	7%	-9	-0.2%
CN1CCC(OC(=O)c2cccc(Cl)c2)CC1	3%	-12	6	0%	0%	7	0	-3%	1%	4	-0.2%
Cc1ccc(CCNC(=O)C2CCC(=O)N2C(C)C)cc1 (stereo not given)	1%	8	8	0%	25%	1	0	7%	2%	-6	-0.3%
Cc1oc(-c2cccc(Cl)c2)[n+]([O-])c1C	3%	-5	-4	3%	-13%	3	0	-10%	7%	-1	-0.6%
COc1ccccc1CN1CC(C(=O)NCc2cc(F)cc(C(F)(F)F)c2)CCC1=O (stereo not given)	1%	-14	-2	0%	x	x	4	x	-9%	-5	-0.2%

Continuation:
SMILES	USP2a inh	Giardia kill	KCNH2 3.1 block	GALK inhibitor	Menin MLL FP TR	FBPA coupling cs	TRPV1 ag	PKM2 act	CXXC DNA block	hERG WT inh	B2AR arrestin
CCOc1ccc(CN(C)Cc2cc(=O)oc3cc(C)c(Cl)cc23)cc1	-1%	7	-6	x	u	1	u	x	3%	-5	-1.2%
Cc1ccc(OCCCC(=O)Nc2ccc(N3CCOCC3)cc2)c(C)c1	2%	-21	-22	3%	2%	-7	u	2%	-2%	-14	-0.6%
CCSc1nc2c(c(=O)[nH]1)C(c1cccnc1)C(C(=O)OC(C)C)=C(C)N2 (stereo not given)	5%	-21	10	-3%	17%	-1	-2	-13%	1%	-11	2.4%
CCn1c(C(C)NC(=O)c2ccc(OC)c(OC)c2)nc2ccccc21 (stereo not given)	-4%	-2	-8	0%	2%	2	-2	1%	3%	-4	0.2%
Cc1cc2cc(CCNC(=O)CC(C)C)c(=O)[nH]c2cc1C	3%	x	x	0%	13%	-1	-5	-2%	4%	x	-0.4%
CN(CCc1cnn(C)c1)Cc1cn[nH]c1-c1ccc(-c2ccccc2)cc1	-1%	25	1	4%	0%	1	1	-7%	-12%	14	0.0%
Cc1cccc(C)c1Nc1c(-c2ccc(N3CCOCC3)cc2)nc2ncccn12	1%	16	14	x	1%	-12	0	-4%	14%	-13	-1.3%
CC(C)c1ccc(S(=O)(=O)N2CCC(C(=O)N3CCC3)CC2)cc1	0%	25	-7	x	x	x	-1	x	x	4	-1.8%
COc1ccc(C(=O)COC(=O)CCC(=O)Nc2ccc(C(C)=O)cc2)cc1	3%	-7	13	0%	x	x	-2	x	5%	-5	-0.1%
NC(=O)CSc1nnc(NC(=O)c2ccc(S(=O)(=O)N3CCOCC3)cc2)s1	1%	0	-17	6%	x	x	2	-6%	12%	-9	-0.5%
Cc1noc(C)c1NC(=O)Nc1cccc2c1O[C@H](CN(C)C(=O)NC1CCCCC1)[C@@H](C)CN([C@H](C)CO)C2=O	2%	-18	18	x	x	x	x	x	x	-15	-0.1%
Cc1onc(-c2ccccc2Cl)c1C(=O)N1CC(C)CC(C)C1 (stereo not given)	-2%	-18	1	4%	-12%	-1	-1	x	6%	-12	0.1%
Cc1nn(C(=O)c2cccc([N+](=O)[O-])c2)c(C)c1Br	1%	-7	-25	1%	15%	1	-1	x	-1%	7	-0.6%
Clc1cccc(CN2CCN(Cc3ccco3)CC2)c1	-5%	-18	12	7%	u	1	2	x	-23%	17	-0.1%
COc1ccc(/C=N/NC(=O)c2cc(C3CC3)[nH]n2)cc1OC	-1%	-23	-10	5%	x	2	3	-4%	0%	1	-0.2%
COC(=O)CC1C(=O)NCCN1C(=O)Nc1ccccc1 (stereo not given)	2%	28	18	2%	-4%	3	-1	2%	-1%	3	-0.3%
Cc1ccc(-n2ncc3c2CC(C)(C)CC3NC(=O)c2ccncc2)cc1 (stereo not given)	0%	-1	x	1%	-16%	0	u	-8%	0%	3	-1.0%
Cc1ccc(C(=O)CSc2ccccc2C(=O)O)cc1	0%	-15	13	8%	3%	2	5	x	-5%	11	-0.3%
CC(=O)COc1coc(CN2CCN(c3ccc(F)cc3)CC2)cc1=O	2%	-9	-7	-3%	x	x	2	x	14%	-24	-1.6%
CCOC(=O)C(C)(C)Sc1nc2c(cnn2-c2ccc(Cl)cc2)c(=O)[nH]1	-2%	u	3	1%	6%[11.7 µM]	5	x	1%	-2%	-6	-0.1%
NC(=O)N/N=C/c1c(F)c(F)c(F)c(F)c1F	2%	-1	-7	4%	u	2	1	-3%	5%	-4	0.4%
Cn1c(=O)c2c(nc(CN3CCC(C(N)=O)CC3)n2Cc2ccccc2F)n(C)c1=O	-1%	0	0	1%	-3%	1	-2	4%	0%	-2	0.1%
CCOC(=O)C1=C(C)NC(C)=C(C(=O)OCC)C1C(=O)OC1CCOC1=O (stereo not given)	3%	-9&-5	-24&4	0%	7%	0	3	-7%	-3%	-1&-3	0.0%
Cc1ccc(N(CC(=O)NC2CCCCC2C)S(=O)(=O)c2c(C)noc2C)cc1 (stereo not given)	4%	-15	8	-8%	x	x	u	x	0%	1	-0.7%
